Compound activity as filed in PubChem BioAssay.
hIAP act: increases human intestinal alkaline phosphatase activity; activation factor at 10 µM; 330,000 compounds, 0.16% hits; purified human IAP, CDP-Star luminescence, 30 min; stronger effect = higher value; 1 = vehicle-only enzyme, 0 = enzyme-free background; P09923; AID 2524;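 active means activation factor of the enzyme at least 2-fold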; further: the source names both 10 and 20 µM as test concentration; values of inactives mirror those of a sister screen read the other way
PfG6PD inh: PfG6PD (Plasmodium falciparum) enzyme inhibition. 350,000 compounds, 0.78% hits. inhibition, % at 20 µM. PfGluPho enzyme, NADPH resazurin-diaphorase fluorescence. AID 504690;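 active means inhibition reaching at least a set limit at 20 µM in the primary screen, cut at about 59% in these data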;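 further: 0% = DMSO wells with substrate and 100% = DMSO wells lacking glucose-6-phosphate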
MPTP inh: permeability transition pore inhibition | inhibition, % at 10 µM | isolated mouse mitochondria, Ca2+ swelling absorbance, 30 min | 360,000 compounds, 1.4% hits;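 active means inhibition of 50% or more, scaled per plate between neutral and stimulator controls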;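 further: 0% = DMSO wells given calcium and 100% = 1 mM EGTA wells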
ATG4B inh: ATG4B (human) cysteine protease inhibition; ATG4B cleavage of LC3-PLA2, NBD-HPC fluorescence, 1 h; inhibition, % at 8.33 µM; 340,000 compounds, 0.51% hits; AID 504462; in the data active means inhibition above about 40%
Target sequence (Q9Y4P1 whole entry, looked up): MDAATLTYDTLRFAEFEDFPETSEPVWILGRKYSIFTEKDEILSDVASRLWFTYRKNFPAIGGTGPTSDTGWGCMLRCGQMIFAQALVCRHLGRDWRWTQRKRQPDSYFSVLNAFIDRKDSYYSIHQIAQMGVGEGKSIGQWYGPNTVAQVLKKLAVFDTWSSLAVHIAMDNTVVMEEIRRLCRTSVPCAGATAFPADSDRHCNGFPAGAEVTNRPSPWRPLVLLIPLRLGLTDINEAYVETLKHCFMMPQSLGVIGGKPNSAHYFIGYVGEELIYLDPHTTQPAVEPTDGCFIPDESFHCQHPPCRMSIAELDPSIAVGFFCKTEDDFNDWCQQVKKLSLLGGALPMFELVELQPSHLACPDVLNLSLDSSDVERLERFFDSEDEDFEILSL
SENP8 inh: inhibitors of human SENP8 protease; Q96LD8; recombinant SENP8, Nedd8 substrate fluorescence; inhibition, % at 20 µM; 360,000 compounds, 0.64% hits; AID 602440; in the data active means inhibition mostly above about 40%, no sharp cut-off; inactive means mostly below about 27%
Target sequence (Q96LD8 whole entry, looked up): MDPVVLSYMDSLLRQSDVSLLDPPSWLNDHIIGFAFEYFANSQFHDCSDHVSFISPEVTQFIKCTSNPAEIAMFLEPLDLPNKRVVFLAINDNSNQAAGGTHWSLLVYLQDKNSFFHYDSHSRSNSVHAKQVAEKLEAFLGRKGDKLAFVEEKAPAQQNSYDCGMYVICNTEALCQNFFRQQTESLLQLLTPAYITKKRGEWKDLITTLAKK
GRIN3A LBD mod: modulates the human NR3A ligand-binding domain | NR3A LBD differential scanning fluorimetry, Tm shift; 0% = protein alone, 100% = glycine-bound protein | Tm shift relative to glycine control, % at 25 µM | 340,000 compounds, 2.5% hits | AID 1259313;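 active means melting temperature shift of at least 10% of the positive control shift, at one fixed dose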
SENP6 block: blocks the human protease SENP6. inhibition, % at 10 µM. Q9GZR1. 330,000 compounds, 1.8% hits. Recombinant SENP6 catalytic domain, aminoluciferin luminescence;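 active means inhibition above about 50% at the single tested dose, limit read from the data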;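 further: plate controls were DMSO wells with enzyme for no effect and DMSO wells lacking enzyme for full effect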
Target sequence (Q9GZR1 628-1112 limits assumed): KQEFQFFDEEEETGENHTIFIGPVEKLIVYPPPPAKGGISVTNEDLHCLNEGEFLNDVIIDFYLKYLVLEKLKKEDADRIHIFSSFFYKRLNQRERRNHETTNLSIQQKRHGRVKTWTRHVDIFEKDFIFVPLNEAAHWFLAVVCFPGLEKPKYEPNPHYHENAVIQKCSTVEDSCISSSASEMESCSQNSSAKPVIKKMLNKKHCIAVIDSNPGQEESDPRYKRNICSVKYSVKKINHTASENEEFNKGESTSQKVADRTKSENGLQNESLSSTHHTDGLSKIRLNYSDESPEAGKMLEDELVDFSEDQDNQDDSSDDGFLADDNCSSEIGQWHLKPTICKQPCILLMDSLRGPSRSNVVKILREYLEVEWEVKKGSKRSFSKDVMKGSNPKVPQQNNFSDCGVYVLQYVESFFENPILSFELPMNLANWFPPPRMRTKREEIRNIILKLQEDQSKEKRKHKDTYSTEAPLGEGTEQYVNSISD
SENP1 inh: inhibitors of human SENP1 SUMO protease catalytic domain. recombinant SENP1 catalytic domain, CyPet-SUMO1-YPet FRET cleavage. inhibition, % at 10 µM. 360,000 compounds, 0.21% hits;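 active means inhibition at least 30% at 10 µM, raw YFP signal under a set limit, fluorescence ratio 0.5 to 1.5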;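 further: 0% = enzyme with DMSO and 100% = no enzyme wells; some results filed as inactive read as strong as hits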
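Test system: recombinant human SENP1 catalytic domain, His6-tagged / Medium: pH 8 Tris buffer with EDTA, NaCl, BME, BSA, NP40, catalase / Also added: SUMO1 FRET substrate flanked by Cypet and Ypet, 25 nM / Times: 50 min reaction at room temperature / Signal: FRET, CFP and YFP emission / Control set: no-enzyme low control and enzyme-plus-DMSO high control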
* = called active by the depositor; i = inactive; / = no result given. A portion of the library; count on the stated rates, not on these rows.

SMILES	hIAP act	PfG6PD inh	MPTP inh	ATG4B inh	SENP8 inh	GRIN3A LBD mod	SENP6 block	SENP1 inh
O=C(Cc1cc(=O)oc2cc(O)ccc12)NN=Cc1ccc(N(CCCl)CCCl)cc1	/	-19	0.9	-1	i	18*	/	-70
Fc1ccccc1CCNCc1ccccc1	0.98	4	1.8	4	8	0	-18	-1
CCC1(Cc2ccccc2)C(=O)NC(=S)N(C)C1=O (configuration not stated)	/	9	-0.6	-1	16	0	/	3
CSc1ccccc1C(=O)C1CCCN(Cc2cccc(C)n2)C1 (configuration not stated)	1.1	-19	1.2	5	8	-1	-1	-6
O=C(Nc1cccc(Cl)c1)N1C[C@H]2C[C@@H](C1)c1cccc(=O)n1C2	0.97	-10	-3.5	-2	29	-2	-11	2
C/C(Cl)=C/CC1(CN2CCCC2=O)C(=O)NC(=O)NC1=O	0.98	-2	-1.6	6	30	2	-22	1
CCCCCn1c(=O)c(C(=O)NCc2ccc(Cl)cc2)c(O)c2ccccc21	1.1	0	1.1	0	-38	-1	-19	-3
c1ccc(C2CN3CCC2CC3)cc1 (configuration not stated)	0.88	2	1.7	5	19	0	-6	-1
c1ccc2c(c1)CSc1ccccc1C2C1=NCCN1 (configuration not stated)	1	-18	3.5	3	26	-6	5	1
O=C(O)[C@H]1NC[C@H]2C[C@H]21	0.93	-13	-1.7	-3	13	1	-9	5
C=CCn1c(O)c(C=Nc2ccc(N(CC)CC)cc2)c(=O)[nH]c1=O	0.96	0	0.5	12	-4	-1	-31	-23
CC(C)Oc1ccc(CCN)cc1Cl	0.86	9	0.3	-1	8	3	-11	0
CC(=O)Nc1ccccc1C(=O)OCC(=O)c1ccc2ccccc2c1	0.97	16	1.3	12	3	-6	-14	1
O=c1cccc2n1CC1CNCC2C1 (configuration not stated)	0.83	-12	-2.6	-6	6	1	6	0
CCOP(=O)(Oc1ccccc1)c1c([N+](=O)[O-])cc(C(F)(F)F)cc1[N+](=O)[O-] (configuration not stated)	1.1	-6	0.4	-3	17	1	1	1
O=c1cccc2n1CC1CC2CN(Cc2cccc(Cl)c2Cl)C1 (configuration not stated)	1	1	-3.4	-10	5	0	-12	-3
O=C(Nc1ccccc1)c1cccn(Cc2ccccc2)c1=O	0.99	8	-0.4	-7	0	4	-23	1
CCN(CC)CCCNC(=O)c1c(O)c2ccccc2n(Cc2ccccc2)c1=O	0.99	40	79*	15	-11	-1	-8	1
Nc1ccc(Cl)c(Cl)c1	/	8	-1.3	1	8	3	/	0
CCOC(=O)C(O)(c1ccc(NC(=O)Oc2ccccc2)cc1)C(F)(F)F (configuration not stated)	0.85	-6	1.1	-13	16	16*	-10	1
CC(=O)N(C)C1=Nc2ccc(Cl)cc2C(c2ccccc2)=[N+]([O-])C1	/	0	-0.6	0	11	0	/	-2
Cc1ccc(Sc2ccc(C=C3C(=O)N(C)C(=O)N(C)C3=O)o2)cc1	0.94	52	-3.3	16	6	-2	3	-1
CCCCCC[N+](=O)[O-]	1.1	5	-0.8	1	-2	2	-26	1
CCN(C(=O)COC(=O)c1cc(C)n(C2CC2)c1C)c1ccccc1	1.2	8	-2.3	-14	7	0	-2	0
COCCO[C@H]1CCC2C3CC=C4C[C@@H](O)CC[C@]4(C)C3CC[C@@]21C (some centres not stated)	0.81	-8	1.9	-2	11	1	5	-1
C=CCN1CC[C@]23c4c5ccc(O)c4OC2C(O)CC[C@@]3(O)[C@H]1C5 (some centres not stated)	1.1	4	-0.9	12	-23	-2	-13	-4
CC[C@H](C)/C=C(C)/C=C/C1=CC2=C(Cl)C(=O)[C@@](C)(OC(C)=O)C(=O)C2=CO1	0.94	20	0.6	67*	23	-2	9	-1
NNCc1cccc(O)c1	1.1	-8	-2.0	-4	7	-16	81*	4
COc1cc(/C=C2\C[C@H]3[C@@H]4CC=C5C[C@@H](N6CCCC6)CC[C@]5(C)[C@H]4CC[C@]3(C)[C@H]2O)cc(OC)c1OC	/	25	-1.2	-4	0	-5	/	-41
Cc1ncc(CNC(=O)N(CCCl)N=O)c(N)n1	1.1	-13	-2.7	2	1	3	0	0

As a working copy, part of the list above:
SMILES	hIAP act	PfG6PD inh	MPTP inh	ATG4B inh	SENP8 inh	GRIN3A LBD mod	SENP6 block	SENP1 inh
Nc1ccc(Cl)c(Cl)c1	/	8	-1.3	1	8	3	/	0
CCOC(=O)C(O)(c1ccc(NC(=O)Oc2ccccc2)cc1)C(F)(F)F (configuration not stated)	0.85	-6	1.1	-13	16	16*	-10	1
CC(=O)N(C)C1=Nc2ccc(Cl)cc2C(c2ccccc2)=[N+]([O-])C1	/	0	-0.6	0	11	0	/	-2
Cc1ccc(Sc2ccc(C=C3C(=O)N(C)C(=O)N(C)C3=O)o2)cc1	0.94	52	-3.3	16	6	-2	3	-1

The list goes on:
SMILES	hIAP act	PfG6PD inh	MPTP inh	ATG4B inh	SENP8 inh	GRIN3A LBD mod	SENP6 block	SENP1 inh
O=C(c1ccccc1)c1ccc(N=Nc2c(O)[nH]c(=O)[nH]c2=O)cc1	1.1	-7	-2.4	-2	12	-1	-32	13
COC(=O)C1=CO[C@@H](C)[C@@H]2CN3CC[C@@]4(C(=O)Nc5ccccc54)[C@@H]3C[C@H]12	0.76	-10	0.9	7	10	-1	-11	0
O=c1c2ccccc2nc(CSc2ncnc3nc[nH]c23)n1-c1ccc(Cl)c(Cl)c1	1	6	-4.0	-8	14	-3	-21	-4
Cc1cccc(CC(c2cccc(C)c2)N(C)C)c1 (configuration not stated)	/	-14	0.7	10	8	-1	/	0
NCC(CC(=O)O)c1ccc(Cl)cc1 (configuration not stated)	1	-4	-0.6	-8	22	2	-12	2
N#Cc1ccc(Cn2cc(C(=O)c3ccco3)c3ccccc32)cc1	0.81	4	0.4	-9	-42	-10	-11	-1
COc1ccc(OC)c(NC2=NCCCS2)c1	1	0	0.1	-8	-2	3	-7	1
COc1cc(C2c3cc4c(cc3CC3COC(=O)C32)OCO4)cc(OC)c1O (configuration not stated)	/	7	-1.1	5	7	0	/	3
CCC(=NCc1ccc(F)cc1)c1c(O)n(C)c(=O)n(C)c1=O	1.2	-13	40	5	16	-3	-2	3
C[C@@H]1CN([C@H](C)CO)C(=O)CCCn2nncc2CO[C@@H]1CN(C)C(=O)Oc1ccccc1	/	3	-0.5	/	4	/	/	-2
CCOC(=O)c1sc(/N=C/c2c(O)n(-c3cccc(C)c3)c(=O)[nH]c2=O)c(C#N)c1C	1.1	18	2.7	21	3	-1	-17	-1
COC(=O)C1=C(c2ccc(-c3ccccc3)c(F)c2)C[C@@H]2CC[C@H]1N2C(=O)NCCOc1ccccc1Cl	0.95	20	-0.5	2	13	-6	-10	1
Cc1ccc(-n2c(C)cc(/C=C3\C(=O)NC(=O)N(C)C3=O)c2C)cc1C	1	9	6.6	2	0	0	-4	-17
CN(CCc1nnc(N)s1)[N+](=O)[O-]	0.89	-4	-2.3	-11	-8	0	-38	3
CN(C)c1ccc(C=C2C(=O)NC(=S)NC2=O)cc1[N+](=O)[O-]	1	23	-0.8	0	18	-6	1	0
CC1=CC(C)C(COC(N)=O)(COC(N)=O)C(C)C1 (configuration not stated)	1.1	-10	-0.3	-1	12	-3	-9	0
Cc1cccc(N2C(=O)NC(=O)/C(=C/c3cc4c(cc3[N+](=O)[O-])OCO4)C2=O)c1	0.99	17	3.3	-1	-328	-16	44	-111
COc1ccc(C2SCC(=O)Nc3c2c(C)nn3-c2ccccc2)cc1OC (configuration not stated)	1.2	6	0.7	0	2	-1	-7	2
Clc1ccc(CNCCc2ccc3c(c2)OCO3)cc1	1	4	0.6	-1	7	2	-36	1
c1nc2nc3c(c(N4CCNCC4)n2n1)CCCC3	1.1	-2	/	0	/	-1	-17	/
CCOc1cc2c(cc1OCC)-n1cccc1C(c1ccc(OC)cc1)NC2 (configuration not stated)	1.1	3	0.6	-2	11	1	-28	4
O=C(O)Cc1cnc[nH]1	0.97	-6	-2.8	4	10	1	7	1
CC(=O)[C@H]1CCC2C3CC[C@H]4C[C@@H](O)CC[C@]4(C)C3CC[C@@]21C (some centres not stated)	0.94	-5	-1.2	3	11	3	-13	0
COc1ccc(CCNCc2ccccc2)cc1	1.4	13	0.4	-4	16	0	-22	0
Cn1c(=O)cc(OCC(=O)N2CCC3(CC2)OCCO3)c2ccccc21	0.97	-6	-0.5	-8	24	-3	-12	-1
CC(C)Cn1cc(C(=O)N2CCC3(CC2)OCCO3)c2c3ccccc3n(C)c2c1=O	0.9	-2	-1.0	-12	-270	0	-4	0
O=c1c2ccccc2nc(CNc2ccccc2)n1-c1ccccc1	0.99	5	0.7	-2	15	3	4	-1
O=c1[nH]c(=S)n(CCC2=CCCCC2)c(O)c1C=NCCCn1ccnc1	1.4	-1	-1.5	-6	14	5	-8	0
Cc1ccc2c(c1)N(C(=O)CCC(=O)N1CCC3(CC1)OCCO3)CC(C)O2 (configuration not stated)	1.1	8	0.0	-10	5	1	-1	-2
COc1ccc(Cn2c(O)c(C=Nc3c(C)n(C)n(-c4ccccc4)c3=O)c(=O)[nH]c2=O)cc1	0.92	-10	-0.2	-11	-59	-2	-3	0

Single entries from the entries so far.
PfG6PD inh, `O=c1c2ccccc2nc(CNc2ccccc2)n1-c1ccccc1` stands at 5
SENP6 block, `COc1ccc(C2SCC(=O)Nc3c2c(C)nn3-c2ccccc2)cc1OC` (configuration not stated) stands at -7

Other entries follow.
SMILES	hIAP act	PfG6PD inh	MPTP inh	ATG4B inh	SENP8 inh	GRIN3A LBD mod	SENP6 block	SENP1 inh
COc1ccc(CNC(=O)CCC(=O)N2C[C@H]3C[C@H](C2)c2cccc(=O)n2C3)cc1	0.77	2	-2.6	-24	5	0	2	1
CN(C)P1(N(C)C)=NC(C(F)(F)F)=NC(C(F)(F)F)=N1	0.99	-10	-0.2	-9	13	1	3	1
O=C(c1c[nH]c2ccc(S(=O)(=O)N3CCC4(CC3)OCCO4)cc2c1=O)N1CCC2(CC1)OCCO2	0.96	-10	2.2	-1	-281	0	0	1
CCN(CC)Cc1c[nH]c2ccccc12	1.1	-5	0.2	-5	1	-2	-3	-1
Cc1cc(OCC(=O)O)c2c3c(c(=O)oc2c1)CCCC3	1	-5	-2.6	3	i	1	-5	1
CC(=O)OC[C@]12CCC(C)=C[C@H]1O[C@@H]1[C@H](O)[C@@H](OC(C)=O)[C@@]2(C)[C@]12CO2	0.94	-12	-0.9	2	35	-2	11	1
NNP(=O)(CC(=O)c1ccccc1)c1ccccc1 (configuration not stated)	1.2	-3	0.6	2	23	2	-14	2
CN(C)CCN(C(=O)COc1ccc(Cl)cc1)c1nc2cc3c(cc2s1)OCO3	0.77	5	9.2	-6	16	3	0	-1
CC(=O)OC1CC2(O)C3CCC4CC(O)CCC4(C)C3CCC2(C)C1C1=CC(=O)OC1 (configuration not stated)	/	3	-1.7	3	4	0	/	3
COc1ccc(C2C(C(=O)N3CCC4(CC3)OCCO4)CC(=O)N2c2ccc(OC)cc2)cc1 (configuration not stated)	0.99	-5	-1.2	-2	15	-1	-2	0
O=C(Cc1ccc(N(CCCl)CCCl)cc1)NC(Cc1ccc(Cl)cc1)C(=O)O (configuration not stated)	1	-32	0.4	5	4	0	-8	-1
CCOP(=S)(OCC)SCC(=O)NC(C(=O)O)C(C)C (configuration not stated)	1.2	-7	0.2	-9	24	3	-13	1
Cc1cnc(-n2c(=S)[nH]c3ccccc3c2=O)s1	0.85	8	-0.5	5	4	-2	-8	1
O=C(C[N+]12CCC(CC1)C(CO)C2)c1ccc([N+](=O)[O-])cc1 (configuration not stated)	0.96	-18	-1.5	-2	21	0	6	1
COC(=O)C1=C(c2ccc(OC)c(OC)c2)C[C@@H]2CC[C@H]1N2C(=O)N1CCC(O)CC1	1.1	-16	1.2	6	15	-1	-16	0
CCOC(=O)c1c(-n2c(C)cc(C=C3C(=O)NC(=S)NC3=O)c2C)sc2c1CCCC2	1	-39	0.5	6	-32	-6	5	-23
